Assay outcomes: PubChem BioAssay, Broad Institute
miR-122 sensor: miR-122 Renilla sensor signal increase in Huh7, primary screen, miR-122 inhibitor project, cell-based, single point, plate reader; 0.3% of 340,000 active; AID 602342, 2012; Huh7 miR-122 Renilla luciferase sensor, 48 h; neutral wells = 0, positive control = 100; activation (reporter increase), % at 12.5 µM;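 active = mean replicate activation score at least 90 and every replicate individually at or above 90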;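 also: higher luciferase means less miR-122 activity so hits act as miR-122 inhibitors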
INS-1E GSIS act: GLuc luminescence reporter in INS-1E cells, primary screen for activators of glucose-dependent secretion of insulin. INS-1E GLuc reporter insulin secretion, 2-3 h. 0.61% of 370,000 active. AID 743287, 2014. activation, % at 16.6 µM;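 active = lowest replicate activation of at least 40%, so every replicate reaches that level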;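 also: 0% = median of neutral control wells and 100% = median of IBMX positive control wells; some compounds called inactive have numbers as strong as hits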
FN deposit inh: inhibitors of fibronectin matrix deposition, primary screen, AH1F cells, Alexa488-fibronectin fluorescence, plate reader. AH1F fibroblasts, overnight. 0.086% of 350,000 active. inhibition, % at 12.6 µM;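 active = mean inhibition across replicates of 30% or more, regardless of how many single replicates reach that level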;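 also: positive control wells lacked labelled fibronectin entirely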
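Assay system: AH1F fibroblasts / Quantity: 10000 cells per well / Medium: DMEM plus 2% serum, read in PBS / Reagent: labelled fibronectin 24 nM / Dosing: single dose, pinned / Times: 1 h cell attachment, overnight exposure to compound and label / Signal: fluorescence, ex 485 nm, em 525 nm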
F508del corr: F508del CFTR correction, initial screen, CFBE line, single point; CFBE cells, YFP halide quenching; stimulated with forskolin plus potentiator P3; % fluorescence drop versus neutral controls; activity (quench increase), % at 7.58 µM; 0.36% of 350,000 active; AID 720511, 2013;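 active = mean added fluorescence quench of at least 8% versus neutral control, with both replicates also reaching 8%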;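 also: cells transiently co-express mutant CFTR-F508del with the halide-sensitive YFP; corrector assay measuring rescue of mutant channel to the surface after 24 h compound exposure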
PGC1a acetyl inh: inhibitors of PGC1a acetylation signal, primary screen, cell-based, U2OS, AlphaScreen, inhibitor mode. AlphaScreen anti-acetyl-lysine; with virally co-expressed GCN5 acetyltransferase. inhibition, % at 15.6 µM. 0.17% of 350,000 active;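 active = every replicate shows inhibition of at least 40%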;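 also: 0% = neutral control wells and 100% = positive control wells; some results beyond the cut were filed as inactive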
PglD inh: C. jejuni PglD acetyltransferase inhibitors, primary screen, biochemical, DTNB colorimetric, single point; 0.098% of 360,000 active; AID 602405, 2012; UDP-N-acetylbacillosamine N-acetyltransferase PglD (Campylobacter jejuni); purified PglD enzyme, DTNB colorimetric CoA detection; inhibition, % at 12.5 µM; in the data active = inhibition above about 16%, passing the limit was not always enough; also: strong numbers were not always called active
Cneo AK release: Cryptococcus neoformans cell lysis inducers, primary screen, AK release luminescence, single concentration. C. neoformans lysis, adenylate kinase release luminescence, 4 h; normalised: neutral wells 0, clomiphene wells 100. lysis activity, % at 15 µM. 0.2% of 360,000 active;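 active = mean lysis activity across replicates of at least 80%, whatever share of replicates individually reach that level; inactive = mean lysis activity below 80%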
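Test system: log-phase Cryptococcus neoformans yeast cells. Input: 5 × 10^6 yeast cells/mL. Medium: fresh YPD growth medium. Doses: single dose. Incubation: static 4 h at 37 °C with compound, 1 h detection. Measured by: luminescent adenylate kinase detection reagent. Read-out: signal increase indicating cell lysis. Benchmarks: Clomiphene.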
Statin myotox sup: suppressors of statin myotoxicity in C2C12 myotubes, primary screen, cell-based, single point, plate reader; AID 602340, 2012; C2C12 myotubes + simvastatin, ATP luminescence, 48 h; scaled: DMSO 0, geranylgeraniol control 100; rescue of ATP level, % at 7.49 µM; 0.78% of 330,000 active;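 active = mean ATP rescue above about 67%, or every replicate alone reaching that limit, limit read from the data, passing the limit was not always enough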;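 also: myotubes were challenged with 10 µM simvastatin during compound exposure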
* hit, by the source's call; . = not tested or not shown; [ ] = remark or other dose.

structure	miR-122 sensor	INS-1E GSIS act	FN deposit inh	F508del corr	PGC1a acetyl inh	PglD inh	Cneo AK release	Statin myotox sup
CN1CCc2c(sc(NC(=O)c3ccc([N+](=O)[O-])o3)c2C(N)=O)C1	3.0	-4.1	9.3	2.4	.	-2.9	2.0	17.9
Cc1ccc(S(=O)(=O)NCCn2nc(C)cc2C)cc1	15.9	11.5	2.5	1.3	.	1.1	-0.3	55.5
CC(=O)c1cnc(SCC(=O)O)nc1C	1.2	7.1	-3.6	0.2	7.4	1.3	0.1	-5.2
O=C(OCC(=O)N1CCN(C(=O)COC(=O)c2ccc(O)cc2O)CC1)c1ccc(O)cc1O	.	15.9	2.6	0.9	.	-0.3	0.7	.
CC(=O)NC(=S)Nc1ccc(NC(=O)COc2ccc(Cl)cc2)cc1	-3.1	.	-24.2	.	-30.9	-7.3	-7.8	-10.8
C[C@@H]1CCCCO[C@H](CN(C)C(=O)CCC(F)(F)F)[C@H](C)CN([C@H](C)CO)C(=O)c2cc(NS(=O)(=O)c3cccs3)ccc2O1	-3.6[16.7 µM]	-17.3	.	-2.4	1.0	2.0	0.4	.
O=C(C[C@@H]1C[C@H]2c3cc(NC(=O)Nc4ccccc4F)ccc3O[C@H]2[C@@H](CO)O1)NCC1CC1	-0.3[16.7 µM]	9.6	-4.4	0.8	-7.2	-1.1	35.3	-1.4
Cn1cc(CNC(=O)c2ccc(OC3CCN(Cc4ccccn4)CC3)cc2)cn1	-3.9	-5.0	-4.3	-3.3	7.7	1.1	-2.2	60.1
COC(=O)C1CCN(C(=O)CN2C(=O)NC(CC(C)C)C2=O)CC1 (stereo unspecified)	-7.3	6.6	2.7	-6.7	7.1	5.1	0.1	2.2
Cc1ccc(S(=O)(=O)N2CCN(C(=O)COC(=O)/C=C/c3ccccc3)CC2)c(C)c1	-9.4	28.6	-3.8	-2.4	-2.1	-6.5	0.3	6.2
CSc1nc(C)cc(C)c1C(N)=O	2.0	.	.	.	-4.1	5.6	-3.1	9.2
Cc1cc(C)cc(C(=O)OCC(=O)NC2CCCC2)c1	11.2	2.5	-4.3	-1.6	13.8	-1.6	-3.4	1.1
CCN(CC)S(=O)(=O)c1ccc(N)cc1	-12.0	0.1	1.2	-0.8	1.9	.	1.6	-1.7
CCCCn1c(N)c(N(CC(C)C)C(=O)C2CCN(S(=O)(=O)c3ccc(C)cc3)CC2)c(=O)[nH]c1=O	-11.2	0.7	1.3	-2.3	1.9	.	.	-22.2
Cc1c(Cl)cccc1NC(=O)c1cc(S(=O)(=O)N2CCOCC2)cn1C	0.7	-11.6	-1.2	0.2	10.6	1.9	1.3	-3.6
c1ccc(-c2nc(-c3ccccn3)nc(-c3ccccn3)n2)nc1	3.7	23.0	1.2	2.1	-3.4	-4.2	11.3	19.7
CCCNC(=O)C1(C)CCN1C(=O)C1(c2ccccc2)CC1 (stereo unspecified)	-0.5	25.3	4.5	0.7	11.3	1.3	-0.9	-1.1
C=CCn1c(SCC(=O)Nc2ccc3c(c2)OCO3)nnc1-c1ccccc1OC	10.8	.	.	.	5.6	-5.8	-2.0	-0.4
C[C@H](NC(=O)c1nc[nH]c1C(=O)N1CCNCC1)C(=O)OC(C)(C)C	-4.1	-9.1	-4.2	1.1	12.3	-3.2	0.4	3.8
CC(=O)Nc1nc(C)c(C(C)(C)C)s1	14.6	8.1	2.0	-0.6	7.8	2.9	0.8	-0.2

Results in PGC1a acetyl inh, miR-122 sensor and F508del corr, for 2 of the compounds above:
Molecule,PGC1a acetyl inh,miR-122 sensor,F508del corr
CC(=O)c1cnc(SCC(=O)O)nc1C,7.4,1.2,0.2
O=C(OCC(=O)N1CCN(C(=O)COC(=O)c2ccc(O)cc2O)CC1)c1ccc(O)cc1O,.,.,0.9

(listing goes on)
structure	miR-122 sensor	INS-1E GSIS act	FN deposit inh	F508del corr	PGC1a acetyl inh	PglD inh	Cneo AK release	Statin myotox sup
CCOc1cc(C2NC(=O)NC(O)(C(F)(F)F)C2C(=O)c2ccc(OC)cc2)ccc1O (stereo unspecified)	-0.3	.	.	.	4.1	-5.0	14.0	-4.1
C[C@H]1CN([C@@H](C)CO)C(=O)c2cc(-c3cncnc3)cnc2O[C@@H]1CN(C)Cc1ccc(F)cc1	0.1[16.7 µM]	12.2	-4.6	1.8	-3.9	-4.4	-0.3	-11.0
COc1ccc(C2=C(O)C(C)N(c3ccccc3)C2=N)cc1OC (stereo unspecified)	-4.3	.	5.0	.	11.7	3.9	-1.6	-3.6
COc1ccccc1CNC(=O)C[C@@H]1C[C@@H]2c3cc(NC(=O)CC4CC4)ccc3O[C@@H]2[C@@H](CO)O1	-0.4[16.7 µM]	-7.3	-11.1	1.9	0.5	8.1	9.4	-6.0
COc1cccc(C(=O)NCC(=O)N2CCC3(CC2)NCCc2[nH]cnc23)c1OC	-2.8	1.1	6.3	1.1	6.3	5.9	-1.3	10.7
CCN(CC)S(=O)(=O)c1ccc2c(c1)N(CC(=O)NCC1CCCO1)C(=O)CO2 (stereo unspecified)	-11.0	32.1	2.7	3.4	5.2	-5.2	-0.6	0.3
COc1ccc(NC(=O)N(C)C[C@H]2Oc3c(NS(=O)(=O)c4ccccc4)cccc3C(=O)N([C@H](C)CO)C[C@H]2C)cc1	7.2[16.7 µM]	-0.8	.	-5.2	-13.7	.	.	21.4
O=C(C[C@@H]1CC[C@@H]2[C@H](COC[C@H](O)CN2Cc2nccs2)O1)NCc1ccc(-c2ccccc2)cc1	-6.9[16.7 µM]	4.9	10.5	1.2	-1.2	-0.3	49.9	25.3
COCCN(C(=O)c1cc2c(s1)CCC2)c1c(N)n(CC(C)C)c(=O)[nH]c1=O	6.4	-8.9	-7.8	-1.0	.	-1.0	0.4	4.5
Nc1cc(S(=O)(=O)N2CCOCC2)ccc1N1CCOCC1	-4.9	-8.0	-0.1	1.5	4.3	2.8	-0.2	5.0
N#Cc1c(N)n[nH]c1Cc1cccc2ccccc12	.	6.8	4.5	-1.3	.	4.8	4.2	-0.5
O=C1COc2ccc(C(=O)COc3ccc([N+](=O)[O-])cc3)cc2N1	.	2.0	10.6	0.3	3.6	.	.	.
C[C@H](O)C#Cc1cnc2c(c1)C(=O)N([C@@H](C)CO)C[C@@H](C)[C@@H](CN(C)C(=O)CN1CCOCC1)O2	-6.6[16.7 µM]	14.4	.	1.3	-8.1	-1.1	0.6	29.5
C[C@@H]1CN([C@H](C)CO)C(=O)c2cc(NC(=O)C3CCCCC3)ccc2O[C@@H](C)CCCCO[C@H]1CN(C)Cc1ccncc1	7.3[16.7 µM]	-7.0	.	-0.5	10.5	0.0	-0.9	8.9
O=C(NCc1ccccc1)C(c1ccc(F)cc1)N(C(=O)c1csnn1)C1CC1 (stereo unspecified)	-4.3	10.4	3.3	-2.5	8.4	-2.6	-1.5	-66.0
CCOC(=O)Cn1c(-c2nonc2NC(=O)c2ccccc2F)nc2ccccc21	-5.0	.	-1.7	.	22.1	-4.9	-0.3	.
C[C@H]1CN([C@@H](C)CO)C(=O)c2cc(NS(=O)(=O)c3cn(C)cn3)ccc2O[C@@H]1CN(C)Cc1ccc(Cl)c(Cl)c1	19.7[16.7 µM]	13.7	.	0.4	1.3	-4.8	-0.7	-1.0
O=C(CCNC(=O)C1CCN(S(=O)(=O)c2ccc(F)cc2)CC1)NCc1ccccc1Cl	6.0	0.9	-5.6	-3.3	-64.1	2.3	5.9	10.2
COc1ccc(S(=O)(=O)Nc2ccc3c(c2)C(=O)N([C@H](C)CO)C[C@H](C)[C@H](CN(C)C(=O)Nc2ccccc2)OCCCC[C@@H](C)O3)cc1	16.4[16.7 µM]	-6.7	2.1	1.0	4.8	-1.4	4.2	.
COc1ccc(C2(c3ccc(OC)cc3)NC(=O)N(CC(=O)Nc3ccc(OC(F)F)cc3)C2=O)cc1	-4.2	-38.4	-5.0	-1.4	-8.6	-0.3	0.5	-4.2
O=C(Nc1ccc(N2CCCC2)cc1)c1cc(Cl)ccc1Cl	-9.8	4.2	-7.3	-4.0	-0.3	-0.7	1.8	-16.6
COc1ccc(/C=C2\SC(N)=NC2=O)cc1Br	.	-3.5	1.0	0.5	.	3.3	-0.1	30.0
Cc1ccccc1OCCn1c(=S)[nH]c2ccccc21	7.0	-8.7	-0.3	-0.9	-3.8	5.0	8.0	1.3
COCCCNCCCCOc1c(Cl)cc(C)cc1Br	10.6	-0.7	2.1	.	-1.5	3.5	1.5	-6.2
Cc1c(NC(=O)C2(c3ccc(Cl)cc3)CCCC2)c(=O)n(-c2ccccc2)n1C	65.3	.	-9.7	.	.	-2.7	-1.1	15.5
COc1ccc(C(C)=O)cc1CN1C(=O)NC2(CCCCCCC2)C1=O	2.1	1.5	1.0	0.6	13.5	1.8	9.3	6.6
CO[C@H]1CN(C)C(=O)c2cc(NS(=O)(=O)CC(F)(F)F)ccc2OC[C@@H](C)N(Cc2ccccn2)C[C@@H]1C	.	5.2	-18.1	1.5	-2.4	5.4	2.3	1.5
CCCCN(C)Cc1c(C(=O)N2CCc3ccccc3C2)nc2ccc(Cl)cn12	6.2	-3.5	-1.9	0.1	.	-5.3	3.9	8.5
C[C@@H]1CCCCO[C@H](CN(C)Cc2ccc(C(=O)O)cc2)[C@H](C)CN([C@@H](C)CO)C(=O)c2cc(NC(=O)Nc3ccc4c(c3)OCO4)ccc2O1	3.1[16.7 µM]	-7.8	.	-1.2	-4.0	-3.4	-0.8	.
O=C(O)c1ccccc1C(=O)OCCc1cc2ccccc2c(=O)o1	-6.6	-2.2	-3.1	0.1	25.9	-1.0	-0.4	7.1
CCOC(=O)C1(C(N)=O)OC1(c1ccc(Cl)cc1)c1ccccc1Cl (stereo unspecified)	-3.7	.	-2.2	1.2	-2.2	-3.2	0.8	11.2
C[C@@H]1CN([C@H](C)CO)C(=O)c2cc(-c3ccccc3F)cnc2O[C@H]1CN(C)Cc1ccccc1	-1.7[16.7 µM]	7.3	0.6	-0.7	-26.6	0.5	-0.8	11.9
